CDK5 inh = inhibitors of human CDK5/p35 kinase; Q00535+Q15078; Recombinant CDK5/p35, ADP-Glo luminescence, 60 min; inhibition, % at 10 µM; 330,000 compounds, 0.01% hits; AID 488839;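 active = highest replicate inhibition of at least 50% and at least 75% of replicates reaching 50%; inconclusive = only one of the two criteria met; inactive = both criteria failed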;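 also: plate controls were DMSO neutral control for no effect and GW8510 at 10 µM for full effect; many of its hits are not listed in these tables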
Pemphigus Ab inh = human desmoglein-3 autoantibody binding inhibition; P32926; DSG3-coupled beads, scFv-anti-DSG3-GFP binding, flow cytometry; active compounds read low; binding (percent of control), % at 10 µM; 310,000 compounds, 0.48% hits; AID 588358;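 active = binding more than 3 SD below its plate's average and above zero; inconclusive = below that plate limit but binding exactly zero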;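 also: hits lower antibody fragment binding to DSG3; some compounds called inactive have numbers as strong as hits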
SR-BI uptake up = enhances SR-BI lipid uptake from DiI-HDL; activation, % at 12.5 µM; 320,000 compounds, 0.096% hits; CHO ldlA[mSR-BI] cells, DiI-HDL uptake fluorescence, 3 h; 100 = double the neutral-control signal; AID 504775;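 active = mean replicate activation of at least 60% and every replicate at or above 60%; inconclusive = mean or all-replicate condition met, but not both; inactive = mean below 60% and not all replicates reaching 60%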;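 also: 0% = median plate neutral-control signal and 100% = twice that signal; values of inactives mirror those of a sister screen read the other way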
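Test system: SR-BI-overexpressing, LDLR-lacking CHO cells. Measured by: DiI fluorescence, bottom read. Medium: Ham's F12 with 0.5% BSA, HEPES 25 mM, pH 7.4. Timing: 3 h uptake period with compound, 37 °C.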
NSD2 inh = NSD2 (human) methyltransferase inhibition. O96028. NSD2 peptide methylation, AlphaScreen, 120 min. inhibition, % at 12.5 µM. 310,000 compounds, 0.54% hits. AID 743445; in the data active = inhibition above about 50%
PKA-R2B act = activators of human PKA-R2B complex; P22694+P31323; PKA-R2B holoenzyme dissociation, Cy5-IP20 fluorescence polarization; R2B truncated from residue 108, S112A mutant; 0% DMSO only, 100% 113 µM cGMP; activation, % at 11.4 µM; 340,000 compounds, 0.079% hits; AID 504700;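 active = activation above a cutoff set at the mean over all compounds plus 3 SD, cut at about 18% in these data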;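 also: higher means more holoenzyme dissociation and a rise in polarization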
Target sequence (P31323 whole entry, looked up, other chains not shown, the tested form may be a part): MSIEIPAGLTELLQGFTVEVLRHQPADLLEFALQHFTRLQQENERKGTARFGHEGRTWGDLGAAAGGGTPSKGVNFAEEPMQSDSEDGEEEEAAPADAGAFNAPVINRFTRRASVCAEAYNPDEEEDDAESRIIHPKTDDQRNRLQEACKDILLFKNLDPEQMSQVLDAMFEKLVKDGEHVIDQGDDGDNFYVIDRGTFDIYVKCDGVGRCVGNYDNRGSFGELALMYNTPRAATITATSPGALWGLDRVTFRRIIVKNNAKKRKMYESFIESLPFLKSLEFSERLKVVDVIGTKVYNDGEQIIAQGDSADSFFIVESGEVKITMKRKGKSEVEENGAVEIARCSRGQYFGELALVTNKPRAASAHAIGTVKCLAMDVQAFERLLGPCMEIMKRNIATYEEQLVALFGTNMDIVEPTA
PKA-R1A activ = PKA-R1A complex activation; PKA-R1A dissociation, Cy5-IP20 fluorescence polarization; scaled: DMSO 0%, 113 µM cGMP 100%; activation, % at 11.4 µM; 340,000 compounds, 0.083% hits; AID 504707;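 active = percent activation above the mean of all tested compounds plus 3 SD, cut at about 19% in these data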;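 also: higher means more PKAc released from R1A so a rise in polarization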
MITF act = increases MITF-driven TRPM1 promoter luciferase signal | SK-MEL-5 TRPM1-promoter luciferase, 24 h; % of positive control, neutral wells = 0 | AID 588334 | 300,000 compounds, 0.75% hits | activation, % at 12.5 µM;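 active = mean activation of at least 80% with every replicate also reaching 80%; inconclusive = mean reaches 80% but some replicate falls short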;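 also: 0% = neutral control wells and 100% = parthenolide positive control wells; values of inactives mirror those of a sister screen read the other way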
SUMO Mot1 rescue = inhibitors of SUMOylation pathway: yeast Mot1-301 growth rescue | S. cerevisiae Mot1-301 growth rescue, ATP luminescence, 38.5C; percent above DMSO median, 100 means doubled | growth rescue, % at 18.8 µM | 320,000 compounds, 1% hits | AID 2716;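 active = every valid replicate shows activation above 250% relative to neutral control wells; inactive = the rest, any valid replicate at or below 250%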;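 also: OY570 slx delta 5 strain wells were the positive control but not used for scaling; some compounds called inactive have numbers as strong as hits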
SR-BI HDL uptake = mouse SR-BI HDL lipid transfer inhibition. ldlA[mSR-BI] CHO cells, DiI-HDL uptake fluorescence, 3 h. AID 488896. 320,000 compounds, 0.96% hits. Q61009. inhibition, % at 12.5 µM;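 active = mean replicate inhibition of at least 70% and a set share of replicates each scoring 70 or more; inconclusive = meets just one of the two criteria; inactive = fails both criteria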;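 also: 0% = median of neutral control wells and 100% = median of positive control wells; values of inactives mirror those of a sister screen read the other way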
Target sequence (Q61009 whole entry, looked up): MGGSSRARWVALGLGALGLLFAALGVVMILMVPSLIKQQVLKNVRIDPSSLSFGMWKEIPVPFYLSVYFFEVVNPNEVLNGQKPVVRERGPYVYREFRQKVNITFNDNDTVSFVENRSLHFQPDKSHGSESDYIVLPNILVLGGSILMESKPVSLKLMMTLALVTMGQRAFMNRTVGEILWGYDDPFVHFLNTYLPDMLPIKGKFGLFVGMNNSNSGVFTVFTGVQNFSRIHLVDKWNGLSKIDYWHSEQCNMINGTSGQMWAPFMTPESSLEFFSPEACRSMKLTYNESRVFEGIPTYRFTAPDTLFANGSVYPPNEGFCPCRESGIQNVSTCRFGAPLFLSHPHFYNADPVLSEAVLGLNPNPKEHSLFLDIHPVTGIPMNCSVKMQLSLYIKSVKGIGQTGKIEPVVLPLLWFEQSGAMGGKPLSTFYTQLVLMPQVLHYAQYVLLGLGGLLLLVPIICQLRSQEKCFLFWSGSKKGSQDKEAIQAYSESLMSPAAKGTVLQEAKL
Arrestin-AP2 inh = blocks beta-arrestin peptide binding to AP2 adaptin; AID 504490; inhibition, % at 10 µM; FITC-arrestin peptide / GST-AP2 beads, flow cytometry; AP2 beta2 appendage carries R879A mutation; 340,000 compounds, 0.31% hits;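 active = inhibition above a set limit, near 3 SD of compounds lacking own fluorescence, cut at about 54% in these data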;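 also: plate controls were DMSO wells for no effect and 5 µM unlabelled arrestin peptide for full effect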
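test system = AP2 appendage R879A on GSH beads | buffer or medium = PBS plus Tween 20 (0.05%) and BSA (0.1%) | incubation = 12 min plus 1 h, RT | detection = bead flow cytometry, FITC channel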
dFosB act = mouse delta FosB homodimer activation | P13346 | purified delta FosB, TAMRA-CDK5 oligo fluorescence polarization; percent of positive-control signal above neutral wells | activation, % at 25 µM | 340,000 compounds, 0.99% hits | AID 493131;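 active = mean activation above about 17%, with every replicate also reaching it, limit read from the data, passing the limit was not always enough; inconclusive = only one of the two conditions met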;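 also: fluorescence polarization rise as delta FosB binds a TAMRA Cdk5 AP-1 oligo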
Numbers without * were called inactive; ? = inconclusive; / = no result given.

CDK5 inh | Pemphigus Ab inh | SR-BI uptake up | NSD2 inh | PKA-R2B act | PKA-R1A activ | MITF act | SUMO Mot1 rescue | SR-BI HDL uptake | Arrestin-AP2 inh | dFosB act | mol
-0.7 | 104 | 10 | -3 | -9 | -5 | -4 | 2 | -10 | 36 | -2 | CCN1CCN(C(=O)N(Cc2ccc(Cl)cc2)S(=O)(=O)c2ccc(C)cc2)CC1
0.6 | 97 | -10 | -2 | 1 | -5 | 65 | -9 | 10 | 2 | 2 | O=C(N/N=C/c1ccc(Cl)cc1Cl)c1n[nH]c2c1CCCC2
-0.4 | 102 | 7 | -6 | 1 | 2 | 17 | -3 | -7 | -5 | -10 | O=C(Nc1cccc2ncccc12)C(c1ccccc1)c1ccccc1
0.2 | 102 | -15 | -4 | -4 | 4 | -3 | 6 | 15 | -2 | 8 | CC1(C)CC2CC(C)(CN2C(=O)COC(=O)c2cc(Cl)cc(Cl)c2N)C1 (configuration not stated)
3.1 | 100 | -5 | -2 | 2 | -2 | -9 | -12 | 5 | -4 | 3 | COc1cccc(NC(=O)C(C)NS(=O)(=O)c2ccc(Br)cc2)c1 (configuration not stated)
-0.3 | 122 | 19 | -3 | -5 | 1 | -5 | 1 | -19 | 24 | 7 | CCN(CC)S(=O)(=O)c1ccc(C(=O)NNC(=O)C2CCN(S(=O)(=O)c3ccc(Cl)cc3)CC2)cc1
-0.5 | 105 | -19 | -9 | -2 | -1 | 0 | 7 | 19 | -7 | -9 | CCOc1nc(SCCOc2ccc(C)cc2)nc(N(C)C)n1
0.3 | 103 | -8 | / | 5 | -10 | -4 | -11 | 8 | -9 | 4 | CN1CCN(c2nc3c(c(=O)n(C)c(=O)n3C)n2Cc2ccccc2Cl)CC1
-1.1 | 118 | 3 | 1 | -4 | -7 | -13 | / | -3 | -21 | -3 | Nc1ccccc1-c1ccn[nH]1
-9.8 | / | / | 61* | 2 | -4 | / | -31 | / | -2 | -10 | O=C(Nc1cc(F)ccc1F)N1CCN(c2ccnc3cc(Cl)ccc23)CC1
2.3 | 103 | / | 7 | 8 | -2 | 16 | -1 | / | 7 | -4 | COC(=O)CCCn1nc(NC(=O)c2ccco2)cc1C
-0.7 | 110 | 26 | / | -4 | -3 | 7 | -7 | -26 | 4 | -1 | Cc1nc(SCC(=O)OCc2ccccc2)c2c(=O)n(C)c(=O)n(C)c2n1
3.0 | 100 | -18 | 2 | -1 | -9 | 1 | 13 | 18 | -4 | -1 | Cc1ccc(C(=O)OCC(=O)NCc2ccco2)cc1S(=O)(=O)N1CCOCC1
0.7 | / | 1 | -5 | 4 | -4 | 7 | -4 | -1 | 36 | 0 | O=C(CCNC(=O)c1ccccc1Cl)Nc1ccc(S(=O)(=O)Nc2ncccn2)cc1
1.6 | 89 | / | 0 | 2 | -10 | -7 | 202 | / | 0 | -9 | Cc1cc(=O)c(C(=O)O)nn1-c1ccccc1F
0.6 | / | -12 | 5 | -2 | -4 | 8 | 2 | 12 | 16 | -1 | CCN1C(=O)/C(=C2/SC(C)=C(C)N2CC)SC1=S
-1.1 | / | -58 | -1 | -2 | 5 | / | 1 | 58 | 42 | -13 | O=C(NCc1cccnc1)c1cc(-c2ccc(Cl)cc2)oc1C(F)(F)F
1.4 | 102 | -12 | -2 | -1 | -18 | 19 | -7 | 12 | 5 | -8 | CCC(=O)N1CCCC(C(=O)c2ccc(-c3ccccc3)cc2)C1 (configuration not stated)
2.0 | 76* | ? | -2 | -7 | 0 | -2 | 11 | -91 | -4 | -10 | O=C(/C=C/c1ccccc1)NC(=S)Nc1ccc(N2CCOCC2)cc1
0.4 | 97 | -27 | -4 | 2 | 8 | 3 | 49 | 27 | -1 | -4 | Cc1nc(C(=O)O)nn1-c1cc(Cl)ccc1Cl
0.6 | 87 | 13 | -3 | 0 | 10 | 4 | -2 | -13 | 1 | -3 | O=[N+]([O-])c1ccc(Cc2ccncc2)cc1
-2.7 | / | / | / | -3 | 0 | -2 | 11 | / | 17 | 1 | O=C(c1ccc(Cl)cc1Cl)N1CCC(C(=O)N2CCOCC2)CC1
-2.1 | 108 | 1 | -6 | -5 | -7 | 9 | / | -1 | 2 | 3 | Cc1ccc(NC(=O)Nc2ccc3c(c2)nc(C)n3C)cc1
-3.2 | 105 | 18 | -3 | -3 | 10 | 4 | -6 | -18 | 14 | -4 | COc1ccc(N(C(=O)c2snc(C(N)=O)c2N)C(C(=O)NC2CCCC2)c2ccc(C)o2)c(OC)c1 (configuration not stated)
-1.2 | 126 | 4 | / | 0 | 5 | -4 | / | -4 | 7 | 4 | Cc1ccc(S(=O)(=O)N(CC(=O)NCc2ccco2)Cc2ccccc2F)cc1
1.9 | 95 | 1 | -2 | -12 | 2 | 6 | 18 | -1 | 9 | -2 | S=C(Nc1ccccc1Oc1ccccc1)Nc1cccc(Cl)c1Cl
-3.4 | 115 | 7 | 6 | 9 | -1 | 3 | / | -7 | -3 | -4 | CC(=O)Oc1cc2c(c3ccccc13)CCC2=O
-3.1 | 121 | 9 | 2 | -1 | 11 | 2 | 0 | -9 | 2 | -12 | Cc1ccc(CN2CCNC(=O)C2CC(=O)NC2CCCCCC2)cc1 (configuration not stated)
0.6 | 103 | 25 | -4 | -8 | -3 | 0 | -17 | -25 | 10 | -6 | NS(=O)(=O)c1ccc(CCNC(=O)NC2(C(F)(F)F)Oc3ccccc3O2)cc1
0.6 | 101 | 22 | 0 | -12 | -6 | -11 | -3 | -22 | -8 | -1 | O=C(NNC(=O)C1CC1)c1cc(Cl)nc2ccccc12
0.0 | 101 | 8 | -2 | -4 | -8 | 12 | 4 | -8 | -4 | -1 | Cc1nn(CC(=O)NC2CCCCC2)c(=O)c2cccn12
-2.5 | / | 39 | 1 | -7 | -14 | -3 | -2 | -39 | -4 | -3 | COc1ccc(S(=O)(=O)N(CCCN2CCCC2=O)Cc2cc3c(C)ccc(C)c3[nH]c2=O)cc1
1.2 | 101 | -1 | 2 | 10 | -3 | 31 | 9 | 1 | 6 | 6 | CCOC(=O)Cc1csc(NC(=O)Nc2ccccc2)n1
1.2 | 132 | -51 | / | 3 | 0 | -11 | 44 | 51 | 4 | -6 | Cc1ccc(-c2csc(N3CCN(c4cc5c(cc4Cl)nc(-c4ccncc4)n5CCOCCO)CC3)n2)cc1
0.0 | 108 | -12 | 1 | 11 | 1 | -14 | 87 | 12 | 5 | -1 | Cc1nn(CC(=O)N2CCN(C34CC5CC(CC(C5)C3)C4)CC2)c(C)c1[N+](=O)[O-]
0.2 | 103 | 15 | -2 | 5 | 3 | -13 | 6 | -15 | -5 | 5 | Cc1nnc(NC(=O)C2CCCC2)s1
-0.6 | 100 | -37 | / | -3 | 7 | 3 | 36 | 37 | 0 | -11 | C[C@H](CO)N1C[C@H](C)[C@@H](CN(C)Cc2ccc(Cl)c(Cl)c2)Oc2c(NC(=O)c3ccncc3)cccc2C1=O
-3.4 | 97 | -15 | -2 | -11 | -2 | / | 0 | 15 | 0 | 2 | CCN(CC(=O)NC(C)C)C(=O)CCNC(=O)c1ccc(Cl)cc1
-1.4 | 129 | 9 | 0 | -14 | -5 | -14 | 5 | -9 | 13 | -3 | CCOC(=O)Cc1csc(N/C(=N/S(=O)(=O)c2ccc(F)cc2F)c2ccccc2)n1
-1.1 | 96 | 26 | -1 | -6 | -16 | 5 | 6 | -26 | 20 | -9 | CC1CCN(C(=O)CSc2nnc3ccc(-c4cccnc4)nn23)CC1
2.0 | / | -18 | 6 | -2 | -2 | -3 | / | 18 | 16 | -3 | O=C(Nc1ccccc1O)c1ccc(Cl)cc1
-0.3 | 87 | -11 | / | -5 | -8 | / | 0 | 11 | -3 | -3 | Cc1nc2sc(C(c3cccs3)N3CCN(c4cccc(Cl)c4)CC3)c(O)n2n1 (configuration not stated)
1.1 | 90 | 6 | -1 | -3 | -1 | 14 | -1 | -6 | 20 | -3 | FCCCOc1ccc(-c2nccc(-c3ccc(Cl)cc3)n2)cc1
0.1 | 103 | / | -2 | 14 | -7 | -6 | 4 | 10 | 11 | -6 | CCOC(=O)CSc1nc(C)cc(C)c1C#N
1.0 | 117 | 20 | -3 | -12 | -6 | 10 | 402* | -20 | -1 | -4 | CC(=O)N1CCN(CC(O)COc2ccc(OCc3ccccc3)cc2)CC1 (configuration not stated)
-0.2 | 110 | 10 | 32 | 4 | -12 | 10 | 2 | -10 | -9 | 14 | O=C(Nc1ccc2c(c1)OCO2)C1CC(=O)N(c2cccc(Cl)c2)C1 (configuration not stated)
-2.6 | 106 | 10 | 1 | -7 | -8 | -10 | 424 | -10 | -7 | -8 | FC(F)(F)C1=CC(c2ccc(Cl)cc2)=NCCN1
3.0 | 96 | -12 | 0 | -5 | -8 | -11 | 425* | 12 | 2 | 6 | COCCCn1c2nc3ccccc3nc2c2c(=O)n(Cc3ccc(Cl)cc3)cnc21
0.1 | 103 | -15 | 2 | 1 | 4 | -3 | 13 | 15 | 3 | 1 | Cc1c(NC(=O)CSc2nc(-c3ccco3)cc(C(F)(F)F)n2)c(=O)n(-c2ccccc2)n1C
1.0 | 100 | -7 | 2 | 16 | 2 | -1 | 3 | 7 | 37 | 11 | Nc1ccc2nc(N3CCOCC3)sc2c1
-0.8 | 102 | 0 | 3 | 0 | -5 | 25 | -1 | 0 | 2 | -22 | CC(=O)c1ccc(-c2ccc(C(=O)NCC3CCCO3)o2)cc1 (configuration not stated)
-3.6 | 104 | 0 | 1 | 11 | 3 | 13 | 301 | 0 | -2 | -5 | O=C1Nc2cc(Br)ccc2C1(O)c1ccccc1O (configuration not stated)
0.8 | 98 | -11 | 2 | 9 | 14 | -1 | -8 | 11 | 6 | -3 | NS(=O)(=O)c1ccc(NC(=O)Nc2cccc3ccccc23)cc1

High-throughput results: PubChem BioAssay, several laboratories
